VIM-2 inh = VIM-2 metallo-beta-lactamase inhibitors, primary screen, biochemical, epi-absorbance readout, Pseudomonas aeruginosa enzyme; purified VIM-2, nitrocefin hydrolysis, epi-absorbance fluorescence; inhibition, % at 5.6 µM; hit rate 0.89% among 290,000;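 active = inhibition above the mean of all tested compounds plus 3 SD, cutoff set per screening run, cut at about 7.5% in these data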;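 also: red hydrolysis product quenches plate fluorescence so inhibitors raise well fluorescence; 0% = enzyme with DMSO and 100% = DMSO without enzyme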
IDE act = human IDE activators in live cells, primary screen, fluorescence polarization, HEK cells, FAbeta-B substrate | FAbeta-B cleavage; 0% vehicle, 100% cell-free pure enzyme wells | activation, % at 5.96 µM | hit rate 0.073% among 340,000 | AID 493087, 2011;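 active = activation above the mean of all tested compounds plus 3 SD, set per screening campaign, cut at about 17% in these data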
NALP1 yeast inh = NALP1 inflammasome inhibitors in reconstituted yeast, colorimetric, S. cerevisiae, triplicate retest; S. cerevisiae NALP1/ASC/caspase-1 growth, X-gal OD620, 72 h; inhibition, % at 10 µM; hit rate 0.61% among 280,000; in the data active = inhibition mostly above about 24%, no sharp cut-off; inactive = mostly below about 32%; also: some compounds called inactive have numbers as strong as hits
IDE inh = human IDE inhibitors in live cells, primary screen, fluorescence polarization, HEK cells, FAbetaB substrate. Insulin-degrading enzyme (Homo sapiens), P14735. FAbetaB cleavage. inhibition, % at 5.59 µM. hit rate 0.41% among 320,000. AID 434962, 2010;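 active = percent inhibition above the average of all tested compounds plus 3 SD, set per screening campaign, cut at about 16% in these data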;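 also: IDE supplied by intact live HEK cells; FP after avidin binding of uncleaved biotin substrate so inhibition keeps polarization high; 0% = DMSO wells and 100% = 60 µM reference IDE inhibitor Ii1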
IMP-1 inhibitor = IMP-1 metallo-beta-lactamase inhibitors, primary screen, biochemical, epi-absorbance readout, Pseudomonas aeruginosa enzyme; purified IMP-1, nitrocefin hydrolysis, epi-absorbance fluorescence; metallo-beta-lactamase IMP-1 (Pseudomonas aeruginosa); hit rate 0.45% among 290,000; inhibition, % at 5.6 µM;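 active = inhibition above the mean plus 3 SD of all compounds in the same screening run, cut at about 4.5% in these data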;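 also: 0% = IMP-1 with DMSO and 100% = DMSO wells lacking enzyme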
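System: purified IMP-1; amount: IMP-1 0.2 nM before substrate addition; compound: single dose, 5.6 µM; times: 25 °C, 15 min preincubation, 25 min reaction; signal: Epi-absorbance via hydrolysed-nitrocefin quenching of white-plate fluorescence, 480/530 nm, EDTA stop; benchmarks: DMSO with and without IMP-1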
PHOSPHO1 inh = PubChem AID 1565; hit rate 1.1% among 290,000; inhibition, % at 13.3 µM; recombinant PHOSPHO1, absorbance phosphatase assay; Phosphoethanolamine/phosphocholine phosphatase (Homo sapiens), Q8TCT1; in the data active = inhibition above about 60%
Target sequence (Q8TCT1 whole entry, looked up): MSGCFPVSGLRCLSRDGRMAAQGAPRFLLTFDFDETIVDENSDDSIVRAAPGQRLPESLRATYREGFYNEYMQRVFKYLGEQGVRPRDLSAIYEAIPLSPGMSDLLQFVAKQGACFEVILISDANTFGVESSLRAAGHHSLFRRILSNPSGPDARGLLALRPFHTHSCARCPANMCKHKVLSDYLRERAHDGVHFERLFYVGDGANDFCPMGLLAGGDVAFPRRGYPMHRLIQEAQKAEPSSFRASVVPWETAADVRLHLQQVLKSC
GPR7 antagonist = GPR7 receptor antagonists, primary screen, cell-based, fluorescence, single concentration; GPR7-expressing cells, fluorescence antagonist assay; inhibition, % at 4.4 µM; hit rate 1.1% among 290,000; in the data active = inhibition above about 16%, passing the limit was not always enough;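 also: cells stimulated with the agonist NPW; 0% = agonist with vehicle and 100% = vehicle without agonist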
Target sequence (P48145 whole entry, looked up): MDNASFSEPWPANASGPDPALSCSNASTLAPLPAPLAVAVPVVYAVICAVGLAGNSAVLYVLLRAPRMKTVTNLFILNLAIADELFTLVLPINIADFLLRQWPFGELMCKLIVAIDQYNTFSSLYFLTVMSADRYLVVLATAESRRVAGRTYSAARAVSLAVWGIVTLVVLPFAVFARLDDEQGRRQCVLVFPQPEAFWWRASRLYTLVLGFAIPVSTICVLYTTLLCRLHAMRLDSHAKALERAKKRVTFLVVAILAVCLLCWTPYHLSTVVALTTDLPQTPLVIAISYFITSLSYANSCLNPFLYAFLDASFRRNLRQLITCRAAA
p-CIP stab down = p/CIP-EGFP fusion destabilizers, primary screen, fluorescence, F442A cells. Q05BA5. 16 h. decrease of EGFP signal, % at 10 µM. hit rate 0.01% among 290,000;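 active = EGFP signal decrease of at least 30% at 10 µM or well 3 SD below plate mean, unless failing retest; inactive = the rest, including hits failing retest or dose response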; also: some compounds called inactive have numbers as strong as hits; many of its hits are not listed in these tables
M18AAP inhibitor = PfM18AAP inhibitors, malaria aminopeptidase, primary screen, biochemical, QFRET, recombinant enzyme; H-Glu-NHMec fluorogenic cleavage; M18 aspartyl aminopeptidase (Plasmodium falciparum 3D7); hit rate 1.2% among 290,000; AID 1822, 2009; inhibition, % at 7.35 µM;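 active = inhibition above the campaign mean inhibition over all tested compounds plus 3 SD, cut at about 28% in these data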;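 also: 0% = plate median of test compound wells and 100% = 2 mM ZnCl2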
An asterisk follows results filed as active; nt = no result given.

Each structure is followed by: p-CIP stab down, NALP1 yeast inh, M18AAP inhibitor, GPR7 antagonist, IMP-1 inhibitor, PHOSPHO1 inh, IDE inh, IDE act, VIM-2 inh
> O=C1CCC(O)CCN1CCSc1ccccc1 (centres undefined)
 : 9.5, 16.6, -0.3, 1.4, -2.6, 9.6, 0.1, 4.7, -0.4
> CC(OC(=O)c1cccc(S(=O)(=O)Nc2ccccc2F)c1)C(=O)NCc1ccc2c(c1)OCO2 (centres undefined)
 : -5.2, 25.1, -1.8, 2.4, -3.2, 0.3, 0.0, 1.4, -2.2
> CCc1c(C)nc(SCC(N)=O)c(C#N)c1C
 : 10.0, -1.9, 6.0, -9.4, -2.4, 15.0, -3.3, 0.2, -2.6
> CCN1C(=NCc2ccc(OC)cc2)N[C@@H](c2ccccc2)C(C(=O)OC)=C1C
 : -4.2, 15.6, -17.0, 15.9, 3.4, -35.5, 1.4, 0.1, 2.0
> Cc1cc(NC(=O)c2ccc(S(=O)(=O)N(C)C)cc2)no1
 : -2.7, 28.1, 9.6, -6.0, -2.3, 38.7, -0.7, -0.5, -2.7
> Cc1nc2cc(C(=O)O)ccc2n1-c1ccccc1
 : 4.7, 4.1, -14.4, -7.3, -0.7, -15.4, 0.5, 4.1, -2.4
> COC(=O)Cc1cnc(NC(=O)CSc2nc(C(C)C)cc(=O)[nH]2)s1
 : -9.5, -5.6, -2.0, -15.5, -2.2, 26.5, -2.1, -0.3, -2.2
> NNC(=O)COc1ccccc1[N+](=O)[O-]
 : -0.9, 11.4, 6.0, -4.8, -3.1, 26.2, -0.9, 5.0, -1.6
> O=C(CSc1nc2ccccc2c(=O)n1CC1CCCO1)N1CCN(c2ccccc2)CC1 (centres undefined)
 : nt, nt, -1.0, -10.1, -3.3, nt, 8.4, -22.7, -0.2
> COc1ccc(-n2c(=S)[nH]c3cc(C(=O)Nc4ccc(F)cc4)ccc3c2=O)c(OC)c1
 : -20.1, -4.1, -4.1, 4.4, -4.6, 27.0, 0.1, 2.1, -4.8
> CCCN1CCN(C(=O)c2cc(COc3ccc4ncccc4c3)on2)CC1
 : -5.7, 24.0, -1.1, -12.4, -1.8, 28.2, 0.5, 1.8, 3.8
> Cc1nc2nc(SCC(=O)N3CCOCC3)nn2c(C)c1Cc1ccccc1
 : 2.1, -2.2, -6.8, -7.2, -3.0, 27.3, 0.5, -0.2, -1.3
> O=C(COC(=O)c1cc2ccccc2oc1=O)Nc1cccc(S(=O)(=O)N2CCCCCC2)c1
 : -11.2, 33.2, -2.4, -8.4, -2.5, -2.2, 7.5, -2.3, -4.4
> O=C(NNC(=O)C1CCCCC1)c1ccco1
 : 12.9, 18.8, -0.8, -0.1, -0.3, 6.7, -7.4, -1.1, -1.4
> Cn1c(C(=O)NC2CCCC2)cc2c(=O)n(C)c3ccccc3c21
 : -13.3, 6.1, -9.0, 4.1, -0.9, 17.3, -1.3, 3.6, 17.8*
> c1ccc(CCNC2=NCCS2)cc1
 : -1.5, 8.9, -2.2, -4.8, -3.6, 27.9, 2.0, -2.7, -1.7
> COc1ccc(NC(=O)C(=O)NCCN2CCN(C(=O)c3cccc(Br)c3)CC2)cc1
 : -22.9, 17.3, -17.6, -16.2, -0.4, 23.8, 0.2, 2.0, -2.5
> O=C(O)CNC(=S)N(Cc1ccco1)Cc1ccccc1Cl
 : 1.7, 19.8, 1.7, 4.0, 1.9, -3.5, 2.5, 2.4, 1.2
> O=C(NCC1CCCO1)C1c2ccccc2C(=O)N1Cc1ccc2c(c1)OCO2 (centres undefined)
 : -3.7, -6.9, -2.5, -4.9, 0.2, 21.6, -0.1, 4.3, -1.5
> OCCN(Cc1ccccc1)Cc1ccc(Cl)cc1
 : -6.0, 5.0, 1.8, -3.1, -2.9, 11.3, 6.5, -2.5, -4.8
> Cc1cc([N+](=O)[O-])nn1CC(=O)N1CCN(Cc2ccccc2)CC1
 : -0.9, -6.4, -7.7, 1.2, -0.1, 53.2, 4.5, -3.5, 0.8
> OC(COCc1ccccc1)CN1CCCCC1 (centres undefined)
 : 3.3, 14.6, -4.7, -4.0, -0.1, 32.4, -1.5, 8.6, -1.3
> CCOC(=O)c1sc(NC(=O)COC(=O)CNC(=O)C2CCCCC2)c(C(=O)OCC)c1C
 : 1.0, 31.9, 0.4, -7.5, -1.3, -12.3, 3.2, -3.8, -1.6
> CCn1cc(C(=O)N2CCN(c3ccc(OC)cc3)CC2)c2cc(OC)c(OC)cc2c1=O
 : 4.2, -3.2, 6.1, 38.6*, -2.0, 51.9, -1.1, 2.0, 1.7
> Cc1ccc(C)c(NC(=O)CN2C(=O)COc3ccc(S(=O)(=O)N4CCCC4)cc32)c1
 : -6.3, -0.4, 1.9, -12.2, -2.2, 39.9, -3.7, 3.7, -1.0
> Cc1ccc(S(=O)(=O)NC(N)=NCCc2ccccc2)cc1C
 : -15.6, 15.7, -7.8, -3.4, -3.0, -34.4, -1.9, 9.8, -3.8
> COc1ccc(CC(=O)Nc2cccc(-c3nnc(-c4ccccc4)o3)c2)cc1OC
 : -9.4, 26.9, -4.4, -17.0, -1.4, -3.3, nt, -4.0, -3.9
> COCc1cccc(N2C(=O)CC(C3C=C(C)C4C(=O)N(c5cccc(COC)c5)C(=O)C4C3)C2=O)c1 (centres undefined)
 : -4.1, -1.5, 1.4, 0.4, -2.9, -2.7, 0.5, 0.3, -4.7
> CCOc1cc2c(cc1OC)C(NC(=O)c1ccco1)CC2=O (centres undefined)
 : -0.3, 13.7, -2.3, -1.2, -1.7, 2.8, 1.3, 4.6, 1.1
> CC(=O)c1c(C(C)=O)c(C)n(CCCCn2c(C)c(C(C)=O)c(C(C)=O)c2C)c1C
 : nt, nt, 1.6, -5.5, -4.3, nt, nt, nt, -1.3
> COc1ccc(C(CNC(=O)Cc2ccc(-c3ccccc3)cc2)N(C)C)cc1 (centres undefined)
 : -15.3, 10.9, 0.8, 16.2, -2.1, 10.3, -1.7, 1.2, -2.2
> COc1ccc(Cl)cc1NC(=O)c1nnn(CC(=O)Nc2ccc(OC)c(OC)c2)c1N
 : -1.9, 26.4, 3.4, 3.2, -0.4, 42.6, -2.1, 1.7, -2.5
> CC(CN1CCCCC1)OC(=O)c1cccc(F)c1 (centres undefined)
 : -4.5, 20.1, -2.5, -2.7, -1.0, -17.7, 1.1, 6.8, 0.4
> O=C1CC(N(Cc2ccco2)C(=O)Nc2ccc(F)cc2)C(=O)N1c1ccc(F)cc1 (centres undefined)
 : -6.4, -4.4, 2.4, 0.7, -2.1, 20.9, 7.9, 7.5, -3.2
> CC(/C=N/n1c(-c2ccc(C)cc2)n[nH]c1=S)=C\c1ccco1
 : -2.8, 26.8, 13.7, -8.9, -1.2, 3.4, 3.6, -5.8, -1.6
> CC(C)(C)C(=O)N1CCN(c2nc3ccc(Br)cc3s2)CC1
 : -12.9, -1.9, -6.7, -0.4, -0.3, 21.8, -0.7, -12.0, -0.1
> Cc1c(NC(=O)Cn2ccc([N+](=O)[O-])n2)c(=O)n(-c2ccccc2)n1C
 : -13.4, -3.4, 8.4, -4.1, -0.5, 4.4, -0.8, 2.8, -0.9
> Cc1ccc(CC2SC(=Nc3ccccc3)N(c3ccccc3)C2=O)cc1 (centres undefined)
 : 2.8, 44.1, 0.5, -10.7, -0.4, -0.2, 1.8, -0.3, -1.0
> Cc1ccc(N2C(=O)CC(Sc3nccc(C)n3)C2=O)cc1 (centres undefined)
 : -3.8, 15.7, -5.9, -26.0, -2.0, 24.1, -1.9, 3.3, -0.4
> O=C(COc1ccccc1F)Nc1nnc(-c2ccncc2)s1
 : -7.7, 12.0, -2.8, 8.7, -1.8, 1.7, 4.8, 7.6, -4.7
> CCOC(=O)N1CCc2c(sc(NC(=O)C3=COCCO3)c2C(N)=O)C1
 : 5.5, 7.1, -0.4, -7.6, -1.4, 32.7, 0.3, 2.6, -0.5
> COc1ccc(C(=O)OCC(=O)NC(C)CCc2ccccc2)cc1OC (centres undefined)
 : -10.8, 3.7, -3.2, -15.9, -1.4, 26.5, 1.0, -1.5, -0.4
> CCOc1ccc(NC(=O)Nc2ccccc2C(N)=O)cc1
 : -1.6, 23.1, -3.7, 2.2, -3.6, 1.7, -4.0, 3.1, -1.4
> CC1=NN(S(=O)(=O)c2ccc(C)cc2)C(=O)c2ccccc2O1
 : -1.7, nt, 4.7, -5.5, -1.5, 23.6, 0.8, -1.4, -4.0
> Cc1ccc2c(c1)N(CCCC(=O)Nc1cccc(C(F)(F)F)c1)C(=O)CO2
 : -13.1, 26.1, -9.2, 6.5, -1.4, 27.9, -4.7, 1.1, 0.7
> O=C(c1ccccc1F)N1CCN(S(=O)(=O)c2ccc3ccccc3c2)CC1
 : 0.4, -5.3, 3.8, -12.6, -2.5, 54.0, 2.4, -0.7, -1.4
> COC(=O)C1=C(N)Oc2cc(C)n(Cc3cccnc3)c(=O)c2C1c1ccccc1OC (centres undefined)
 : -6.6, 3.7, -0.9, 3.6, -1.7, 22.6, -1.3, 4.7, -2.4
> Cc1ccc(C2(C)NC(=O)N(CC(=O)NC(C)c3ccccc3)C2=O)cc1 (centres undefined)
 : -10.9, 9.4, -6.7, -9.3, -1.6, 27.0, -2.2, 0.9, -1.6
> CC(=O)c1c(OC(=O)c2ccccc2Br)ccc2c(C)cc(=O)oc12
 : -6.2, 19.7, -0.1, 1.9, -2.0, 8.8, -0.2, 0.8, -0.7

In the list so far, these contain fluorine.
Each structure is followed by: p-CIP stab down, NALP1 yeast inh, M18AAP inhibitor, GPR7 antagonist, IMP-1 inhibitor, PHOSPHO1 inh, IDE inh, IDE act, VIM-2 inh
> CC(OC(=O)c1cccc(S(=O)(=O)Nc2ccccc2F)c1)C(=O)NCc1ccc2c(c1)OCO2 (centres undefined)
 : -5.2, 25.1, -1.8, 2.4, -3.2, 0.3, 0.0, 1.4, -2.2
> COc1ccc(-n2c(=S)[nH]c3cc(C(=O)Nc4ccc(F)cc4)ccc3c2=O)c(OC)c1
 : -20.1, -4.1, -4.1, 4.4, -4.6, 27.0, 0.1, 2.1, -4.8
> CC(CN1CCCCC1)OC(=O)c1cccc(F)c1 (centres undefined)
 : -4.5, 20.1, -2.5, -2.7, -1.0, -17.7, 1.1, 6.8, 0.4
> O=C1CC(N(Cc2ccco2)C(=O)Nc2ccc(F)cc2)C(=O)N1c1ccc(F)cc1 (centres undefined)
 : -6.4, -4.4, 2.4, 0.7, -2.1, 20.9, 7.9, 7.5, -3.2
> O=C(COc1ccccc1F)Nc1nnc(-c2ccncc2)s1
 : -7.7, 12.0, -2.8, 8.7, -1.8, 1.7, 4.8, 7.6, -4.7
> Cc1ccc2c(c1)N(CCCC(=O)Nc1cccc(C(F)(F)F)c1)C(=O)CO2
 : -13.1, 26.1, -9.2, 6.5, -1.4, 27.9, -4.7, 1.1, 0.7
> O=C(c1ccccc1F)N1CCN(S(=O)(=O)c2ccc3ccccc3c2)CC1
 : 0.4, -5.3, 3.8, -12.6, -2.5, 54.0, 2.4, -0.7, -1.4
